# High-throughput results deposited in PubChem by Broad Institute.
# ARNT TACC3 PPI = ARNT/TACC3 interaction disruption | Q9Y6A5 | actives 0.66% (n = 390,000) | inhibition, % at 9.99 µM | AlphaScreen His-ARNT PAS-B/GST-TACC3 binding, luminescence; TACC3 fragment carries E629A point mutation;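 active means mean inhibition of replicates at least 50% and at least half of replicates each reaching 50%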;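 further: 0% = complete ARNT plus TACC3 wells and 100% = ARNT alone without TACC3; many hits fall short of the cut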
# An asterisk follows results filed as active. Not all compounds are listed; the hit share may differ from the screen's.
compound | ARNT TACC3 PPI
Cc1cccc(OCc2nnc(SCC(=O)N3CCN(c4ccccc4)CC3)o2)c1C | 21
CC(=O)OCC(=O)Nc1ccc(C(C)=O)cc1 | 1
O=C(CSc1nnc2n(C3CCCC3)c(=O)c3ccccc3n12)N1CCCCCC1 | 3
CN1CCN(C(=O)C(C(=O)c2ccc(F)cc2)n2ccccc2=O)CC1 (stereo unspecified) | 1
O=C(c1cccc(Cl)c1)N1CCN(Cc2ccncc2)CC1 | 3
O=S(=O)(c1ccc(F)cc1)N1CN(Cc2ccco2)c2nc3ccccc3nc21 | 5
COc1ccccc1C(=O)N(CN1CCCC1=O)c1cccc(Cl)c1 | 3
COc1ccc(NC(=S)Nc2ccccc2F)c(OC)c1 | -4
O=C(NCCc1ccccc1)C1CCCN(S(=O)(=O)c2cccc3nonc23)C1 (stereo unspecified) | -4
Cc1nc2ccccc2cc1OCc1ccc(F)cc1 | -10
CCCCCCN1CC(O)=C(c2ccccc2)C1=N | -19
Cc1ccnc(NS(=O)(=O)c2ccc(NC(=O)c3ccc(C)o3)cc2)n1 | -17
CCS(=O)(=O)N1CCCC(C(=O)NCCc2ccc(OC)c(OC)c2)C1 (stereo unspecified) | -2
CC12CCC(C(=O)NCc3ccc4c(c3)OCO4)(CC1=O)C2(C)C (stereo unspecified) | -7
CCOC(=O)c1cc2c(s1)-c1ccccc1CC2 | -1
Cc1ccc2oc3c(c(=O)c2c1)C(c1cccc(Br)c1)N(Cc1ccco1)C3=O (stereo unspecified) | 6
CC(C)(C)n1nnnc1C(c1cccs1)N1CCCc2ccccc21 (stereo unspecified) | -4
COc1cc(-c2c(C#N)c(N)nc3c2CCCC3)cc(OC)c1OC | 0
COCC(=O)Nc1nnc(Cc2ccc(OC)c(OC)c2)s1 | 7
OC(COc1ccccc1Cl)CN1CCN(CC(O)COc2ccccc2Cl)CC1 (stereo unspecified) | 0
CCn1c(=O)cc(SCC(=O)NCC2CCCO2)c2ccccc21 (stereo unspecified) | -9
Cn1nnnc1SCC(=O)N1c2ccccc2Sc2ccccc21 | 8
CCOC(=O)c1cc(CC)sc1NC(=O)c1ccc2c(c1)OCCO2 | -11
CCCCNC(=O)c1cc(-c2ccc(F)cc2)on1 | -5
CC(C)C(c1nnnn1Cc1ccccc1)N1CCC(C(N)=O)CC1 (stereo unspecified) | 7
CN(c1cccc(NC(=O)COc2ccccc2)c1)S(C)(=O)=O | -2
COc1ccc(CN(CC(=O)NCC2CCCO2)C(=O)CCC(=O)Nc2cc(C)on2)cc1 (stereo unspecified) | -5
COC(=O)c1cc(OC)c(OCc2cc(C(=O)OC)oc2C)c(OC)c1 | -4
c1ccc(-c2cc(CSc3nc4ccccc4[nH]3)on2)cc1 | -1
CCC(=O)N1CCc2cc(S(=O)(=O)N3CCN(C(=O)c4ccco4)CC3)ccc21 | -31
COc1ccc(C(=O)N2CCN(Cc3cc(OC)c(O)c(OC)c3)CC2)cc1OC | -13
CCOC(=O)c1cn(CC(=O)Nc2ccc3c(c2)OCCO3)nn1 | -1
O=C(NCCc1ccc(Cl)cc1)c1ncn[nH]1 | 20
O=c1cc(-c2ccccc2)nc(N2CCN(Cc3ccc4c(c3)OCO4)CC2)[nH]1 | -7
CCc1cc(=O)oc2cc(OCc3nn[nH]n3)ccc12 | -9
CCCOc1c(OC)cccc1C1CC(=O)Nc2cc3c(cc21)OCO3 (stereo unspecified) | -1
CO/C([O-])=N/c1c[n+](-c2ccc(C)cc2)no1 | 3
Cc1cccc(OCC(=O)N(Cc2cccs2)C2CCS(=O)(=O)C2)c1 (stereo unspecified) | -4
Cc1ccc(C(=O)O/N=C2\CCCc3ccccc32)cc1 | -9
Clc1ccccc1CSc1nnc(-c2cccnc2)n1Cc1ccco1 | 11
COc1ccc(NC(=O)CCc2nc(-c3ccccc3F)no2)cc1 | -3
Cn1c(C(C#N)C(=O)c2sc3ccccc3c2Cl)nc2ccccc21 (stereo unspecified) | 2
CC(C)N=C(NC#N)SCc1ccc(Br)cc1 | -12
Cc1ccnc(SCC(=O)n2c3c(c4ccccc42)CC(C)CC3)n1 (stereo unspecified) | -1
NS(=O)(=O)c1ccc(NCc2cc(Cl)ccc2OCc2ccccc2F)cc1 | -2
C(=N\Nc1nc2ccccc2s1)/c1cccs1 | 14
C#CCOCCOCCOCCNc1nc(N2CCN(C(=O)CCCCCCCCCCNC(=O)[C@H](CCC(=O)O)n3cc(CCCCCN)nn3)CC2)nc(N2CCN(C(=O)CCCCCCCCCCNC(=O)[C@@H]([C@H](C)O)n3cc(C)nn3)CC2)n1 | -2
COc1ccc2c(=O)c3c(=O)n(Cc4ccco4)c(-c4cc(OC)c(OC)c(OC)c4)nc3oc2c1 | -4
O=C(CCc1ccc(S(=O)(=O)N2CCOCC2)cc1)NCCCN1CCCC1=O | -5
Cc1cc(C)c2c(N=NN(C)C)[nH]nc2n1 | 2

# Random excerpt: 4 records from the list, in no set order.
compound | ARNT TACC3 PPI
Cn1c(C(C#N)C(=O)c2sc3ccccc3c2Cl)nc2ccccc21 (stereo unspecified) | 2
C#CCOCCOCCOCCNc1nc(N2CCN(C(=O)CCCCCCCCCCNC(=O)[C@H](CCC(=O)O)n3cc(CCCCCN)nn3)CC2)nc(N2CCN(C(=O)CCCCCCCCCCNC(=O)[C@@H]([C@H](C)O)n3cc(C)nn3)CC2)n1 | -2
Cc1ccnc(SCC(=O)n2c3c(c4ccccc42)CC(C)CC3)n1 (stereo unspecified) | -1
Cc1cc(C)c2c(N=NN(C)C)[nH]nc2n1 | 2

# Carrying on.
compound | ARNT TACC3 PPI
Cc1cc(C)c(S(=O)(=O)N2CCCCC2CCNC(=O)C(=O)NC2CC2)c(C)c1 (stereo unspecified) | 0
CC(C)c1ccc(C(=O)N2CCN(CCO)CC2)cc1 | -12
COC(=O)C1CCN(C(=O)C23CCC(C)(C(=O)O2)C3(C)C)CC1 (stereo unspecified) | -17
CC(C)(C)c1ccc(OCC(=O)N/N=C/c2cc(Br)ccc2OC(=O)c2ccco2)cc1 | -5
CCOC(=O)c1cc(C)sc1NC(=O)CCC(=O)O | -3
COc1ccc(S(=O)(=O)Nc2ccc(O)c3ccccc23)cc1 | 41
Cc1oc2c(cc(NS(=O)(=O)c3ccc4c5c(cccc35)C(=O)N4)c3ccccc32)c1C(=O)OC(C)C | -37
COC(=O)C(C)Sc1nc2c(c(=O)[nH]c(=O)n2C)n1CCC(C)C (stereo unspecified) | 1
Cc1ccc(S(=O)(=O)N=Nc2c(O)[nH]c3ccccc23)cc1 | 0
COc1ccc(NC(=O)C2CC(=O)N(c3cc(C)ccc3C)C2)cc1 (stereo unspecified) | -6
CCOC(=O)N1CCN(C(=O)c2ccc3c(c2)sc2nc(-c4ccccc4)cn23)CC1 | -4
O=C(COC(=O)Cc1cccs1)Nc1ccccc1 | -2
Cc1noc(C)c1COC(=O)c1cccc(S(=O)(=O)N2CCCCCC2)c1 | -8
Cc1ccc(CNC(=O)CSc2nc3n[nH]c(C)c3c(=N)n2-c2cccc(C)c2)cc1 | 4
CC(C)NC(=O)C1CCN(C(=O)N(C)C)CC1 | 8
CN(C)CCCOc1ccc(C(C)(C)c2ccccc2)cc1 | -1
C=C(C)C1CC=C(C)/C(=N/NC(=O)c2ccc(NC(=O)CCC)cc2)C1 (stereo unspecified) | 0
COC(=O)CSc1nnc(-c2ccncc2)n1N | -2
CC(=O)Nc1c(Cl)n(C(C)=O)c2ccccc12 | -4
COC(=O)C1=C(C)N(C(C)C)C(=O)C1(NC(C)=O)C(F)(F)F (stereo unspecified) | 2
Cc1oc2ccc(OCc3ccc(F)cc3)cc2c1C(=O)O | -7
CCOc1ccc(C(C)=O)cc1N1C(=O)C2C3C=CC(O3)C2C1=O (stereo unspecified) | 29
CN1CCc2nc(SCC(=O)Nc3ccc(Cl)cc3)c(C#N)cc2C1 | -9
Cc1cc(C)nc(-n2nc(C)cc2NC(=O)COC(=O)CCC(=O)c2cccs2)n1 | -9
O=C(CN1CCC(C(=O)c2ccc3c(c2)OCCO3)CC1)NC1CCCC1 | -10
CCCCCNC(=O)CSC1=N/C(=C\c2ccc(Cl)c(Cl)c2)C(=O)N1CC | -5
CC1(C)Cc2c(c(-c3ccccc3Cl)[nH]c(=O)c2C#N)CO1 | -7
CC(=O)C1(C)OC(N)=C(C#N)C(c2ccccc2)C1(C#N)C#N (stereo unspecified) | 0
N#CC(C#SN)=C1CCCCC1 | 6
COc1ccc(/C=C2\Sc3ccc(C(=O)N4CCCC4)cc3N(C)C2=O)cc1OC | 13
Nc1nnc(Cc2ccc(Cl)cc2)s1 | -4
O=C(Nc1cc(C(F)(F)F)ccc1Cl)c1cc(C2CC2)on1 | 2
CCOC(=O)C1=C(C)NC(=O)NC1c1ccc(OCC(=O)OC)c(OC)c1 (stereo unspecified) | -30
C=CCOc1ccc(CNC(C)(C)CO)cc1OCC | -1
CCn1c(SCC(=O)c2cccs2)nnc1-c1cccs1 | -4
COCCN1CC(O)=C(c2nc3ccccc3c(=O)[nH]2)C1=N | -3
COc1cccc(NC(=O)N2CCCC(C(=O)Nc3ccccc3OC)C2)c1 (stereo unspecified) | 5
COC(=O)c1cc(S(=O)(=O)N2CCN(c3cccc(Cl)c3)CC2)c[nH]1 | -5
O=C(CCN1CCOCC1)Nc1ccc2c(c1)CCC2 | -12
Cc1ccc(S(=O)(=O)N2CCC(n3nnc4cc(C)ccc43)CC2)cc1 | -3
Cc1nn(-c2ccccc2)c(C)c1/C=N/NC(=O)c1cc(C2CC2)[nH]n1 | 0
O=C(/C=C/c1ccccc1)NCCSCc1ccccc1Cl | -6
Cc1cc(C(=O)CSc2nnnn2C)c(C)n1CCc1ccc(F)cc1 | 4
CCOC(=O)C1CCN(C(=O)c2cc(S(=O)(=O)N3CCOCC3)c(Cl)cc2Cl)CC1 | -3
O=C(Nc1cnc2ccccc2c1)c1ccco1 | -6
O=C(NCCn1c(C(F)(F)F)nc2cc(C(F)(F)F)ccc21)[C@H]1CCCN1c1nc(CN2CCCCC2)cs1 | 0
CN1CCc2c(sc3c2C(=O)NC(c2ccco2)N3)C1 (stereo unspecified) | 4
COc1cccc(C(=O)Nc2ncc3c(n2)CC(c2ccc(OC)cc2OC)CC3=O)c1 (stereo unspecified) | -11
Clc1ccc(/C=C/c2nc3ccccc3[nH]2)c(Cl)c1 | 25
CC(=O)N1N=C(c2ccco2)CC1c1cccs1 (stereo unspecified) | -3

# A different layout for part of the listing above.
Cc1cccc(OCc2nnc(SCC(=O)N3CCN(c4ccccc4)CC3)o2)c1C
  ARNT TACC3 PPI: 21
CC(=O)OCC(=O)Nc1ccc(C(C)=O)cc1
  ARNT TACC3 PPI: 1
O=C(CSc1nnc2n(C3CCCC3)c(=O)c3ccccc3n12)N1CCCCCC1
  ARNT TACC3 PPI: 3
CN1CCN(C(=O)C(C(=O)c2ccc(F)cc2)n2ccccc2=O)CC1 (stereo unspecified)
  ARNT TACC3 PPI: 1

# Going on with the list:
compound | ARNT TACC3 PPI
CCN1C(=NCCOC)N[C@@H](c2cccc(F)c2)C(C(=O)OC)=C1C | -3
Cc1nnc(SCCn2c(Br)nc3c2c(=O)[nH]c(=O)n3C)s1 | -3
CC1(C)C(c2ccccc2)=[N+]([O-])CN1O | 8
CCOC(=O)C1C(=O)NC(N2CCc3ccccc32)=NC1c1ccccc1 (stereo unspecified) | 0
Cc1csc(NC(=O)c2cccc(S(=O)(=O)N3CCCCC3)c2)n1 | 40
O=C(NCCC1=CCCCC1)c1ccc(Br)o1 | -6
C=CCN(C)CC/C=C1\c2ccccc2CSc2ccccc21 | 7
CCC(C)N1CCN(C(=O)c2cccs2)CC1 (stereo unspecified) | -13
Cn1c2ccccc2c(=O)c2cc(C#Cc3cccc(N)c3)ccc21 | 33
CCCOC(=O)c1ccc(NC(=O)c2ccoc2C)cc1 | -9
C/C(CC(=O)Nc1ccccc1Br)=N\NC(=O)C(=O)N1CCCC1 | 6
Cn1nnnc1SCC(=O)Nc1ccccc1N1CCCCC1 | -4
O=C(CC12CC3CC(C1)CC(CC(=O)NC1=NCCS1)(C3)C2)NC1=NCCS1 | 1
Nc1nc(-c2sc3nc4c(cc3c2N)CCCC4)nc(N2CCOCC2)n1 | -1
CC1(C)CC(=O)c2cc(C(=O)N3CCN(CCO)CC3)c(=O)n(-c3ccc(Cl)cc3)c2C1 | -49
CC(=O)c1sc2nc(SCC(=O)N3CCCCC3)[nH]c(=O)c2c1C | 0
Cc1noc(C)c1S(=O)(=O)N(C)CC(=O)NCc1ccccc1 | -4
Cc1ccc(C(=O)Nc2cccc(C(=O)N3CCN(C)CC3)c2)cc1 | 3
O=C(CC(NS(=O)(=O)c1ccc(Cl)cc1)c1ccco1)NCc1ccco1 (stereo unspecified) | 7
CCC(C)NS(=O)(=O)c1ccc(OCC(=O)Nc2ccc3c(c2)OCO3)cc1 (stereo unspecified) | -3
CCCn1c(C)cc(-c2csc(N)n2)c1C | -19
CCOC(=O)C1CCCN(C(=O)c2cccs2)C1 (stereo unspecified) | -1
COc1ccccc1N1CCN(S(=O)(=O)c2ccccc2)CC1 | -2
Cc1ccc(-n2c(Cc3cccn3C)nnc2SCC(=O)N2CCN(c3ccccc3)CC2)cc1 | -1
COCCCN1C(=O)c2ccc(C(=O)Nc3ccc(OC)cc3OC)cc2C1=O | -2
O=C(CN1C2CCC1CC(NC(=O)Nc1ccccc1)C2)NCc1ccco1 (stereo unspecified) | 3
CS(=O)(=O)N(CC(=O)NC1CCCCCC1)Cc1ccccc1 | 2
COc1ccc(Nc2ncc(C(=O)N3CCC(C(N)=O)CC3)c3ccccc23)cc1 | -2
N/C(=N\OC(=O)c1ccco1)c1ccccc1 | 1
Cc1onc(-c2ccccc2)c1C(=O)Nc1c(C)n(C)n(-c2ccccc2)c1=O | 0
Cc1ccsc1C=Nc1ccc(O)cc1 | 2
Cc1ccc(-c2cc(C#N)c(=O)n(Cc3c(Cl)cccc3Cl)c2)cc1 | -2
CC1Cc2ccccc2N1C(=O)c1cc2sccc2n1Cc1ccc(F)cc1 (stereo unspecified) | 0
Cc1cccc(NC(=O)CN2CCN(CC(=O)Nc3cccc(C)c3)CC2)c1 | -1
